# From PubChem BioAssay
# EZH2 inh: inhibitors of human EZH2/PRC2 methyltransferase; Q15910; actives 0.35% (n = 57,000); inhibition, % at 12.5 µM; PRC2 H3K27 methylation, DELFIA TRF, 1 h; AID 651548;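 active = mean inhibition of replicates at least 50% and every single replicate also reaching 50%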;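 also: dimethyl H3K27 on biotinylated H3 21-44 peptide detected by antibody; plate controls were median neutral control wells for no effect and median positive control wells for full effect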
# IDH1 mut inh: inhibitors of human IDH1 R132H; O75874; IDH1 R132H reductase, diaphorase/resazurin fluorescence, 60 min; inhibition, % at 10 µM; actives 0.18% (n = 70,000); AID 624101; in the data active = inhibition above about 34%;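 also: 0% = DMSO and 100% = no enzyme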
# Target sequence (O75874 whole entry R132H): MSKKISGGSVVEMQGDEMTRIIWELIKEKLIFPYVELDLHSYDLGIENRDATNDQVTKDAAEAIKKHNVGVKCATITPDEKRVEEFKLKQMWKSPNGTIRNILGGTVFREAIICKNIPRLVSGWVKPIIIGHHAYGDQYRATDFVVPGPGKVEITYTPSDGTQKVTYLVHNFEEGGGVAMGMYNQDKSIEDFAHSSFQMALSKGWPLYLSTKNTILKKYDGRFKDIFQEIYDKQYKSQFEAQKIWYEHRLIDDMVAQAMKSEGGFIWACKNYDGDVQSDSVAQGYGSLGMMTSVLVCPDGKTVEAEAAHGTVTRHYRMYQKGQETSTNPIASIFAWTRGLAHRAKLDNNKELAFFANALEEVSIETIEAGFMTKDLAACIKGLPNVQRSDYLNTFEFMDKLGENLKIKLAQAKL
# Starred values were filed as active, the others as inactive; / = no result given. An excerpt. The share of hits here may be higher or lower than overall.
SMILES,EZH2 inh,IDH1 mut inh
C[C@H](CO)N1C[C@H](C)[C@H](CN(C)C(=O)NC2CCCC2)OCc2cnnn2CCCC1=O,/,0.9
CO[C@@H]1CC[C@H]2CCOc3c(C#N)cccc3C(=O)N(C)[C@@H](C)C(=O)N(C)C[C@@H]1O2,0.5,-0.5
CC(C)(C)OC(=O)CC[C@@]12N=C(c3ccc(OCCCO)cc3)O[C@@H]1c1ccccc1CN(CCS(=O)(=O)c1ccccc1)C2=O,8.4,0.5
CCCC#Cc1cnc2c(c1)C(=O)N([C@@H](C)CO)C[C@@H](C)[C@H](CN(C)C(=O)C1CCOCC1)O2,5.4,2.9
CCc1cc2c(=O)c(-c3nc(C)cs3)c(CCCC(=O)O)oc2cc1O,-5.8,-0.2
C[C@H](CO)N1C[C@H](C)[C@H](CN(C)C(=O)Nc2ccccc2)Oc2ncc(C#CC3CCCCC3)cc2C1=O,-22.3,/
C[C@@H]1CN([C@@H](C)CO)S(=O)(=O)c2ccc(/C=C/c3ccccc3)cc2O[C@@H]1CN(C)C(=O)CN1CCOCC1,-3.7,-0.9
C[C@H](CO)N1C[C@H](C)[C@H](CN(C)S(=O)(=O)c2ccccc2)Oc2ccc(NC(=O)CCCN(C)C)cc2C1=O,-0.8,0.1
O=C(COc1ccccc1C(=O)O)Nc1ccccc1,-7.3,-0.3
O=C(C[C@H]1CC[C@@H](NC(=O)c2cnccn2)[C@@H](CO)O1)NCc1ccccc1F,13.4,-0.2
Cc1nc(NCC2CCCO2)c2c3c(sc2n1)CCC3 (stereo not given),-7.5,-0.3
COc1ccc(S(=O)(=O)Nc2ccc3c(c2)C(=O)N([C@H](C)CO)C[C@@H](C)[C@H](CN(C)C(=O)NC2CCCCC2)O3)cc1,/,2.3
C[C@@H]1CN([C@H](C)CO)C(=O)c2cc(C3=CCCC3)cnc2O[C@H]1CN(C)Cc1cccnc1,1.6,0.1
C[C@@H]1CCCCO[C@@H](CN(C)Cc2ccc(C(=O)O)cc2)[C@H](C)CN([C@@H](C)CO)C(=O)c2cc(NC(=O)Nc3ccccc3)ccc2O1,/,3.3
CN(C)C(=O)C[C@@H]1C[C@@H]2c3cc(NC(=O)Nc4ccc(F)cc4)ccc3O[C@@H]2[C@@H](CO)O1,0.6,0.7

# Arranged by length of the SMILES (largest number first): 3 of the compounds above.
SMILES,EZH2 inh,IDH1 mut inh
C[C@@H]1CCCCO[C@@H](CN(C)Cc2ccc(C(=O)O)cc2)[C@H](C)CN([C@@H](C)CO)C(=O)c2cc(NC(=O)Nc3ccccc3)ccc2O1,/,3.3
CCc1cc2c(=O)c(-c3nc(C)cs3)c(CCCC(=O)O)oc2cc1O,-5.8,-0.2
Cc1nc(NCC2CCCO2)c2c3c(sc2n1)CCC3 (stereo not given),-7.5,-0.3

# Next records.
SMILES,EZH2 inh,IDH1 mut inh
C[C@@H]1CN([C@@H](C)CO)C(=O)CCCn2cc(nn2)CO[C@H]1CN(C)C(=O)Nc1ccc(C(C)(C)C)cc1,0.0,-0.9
COc1ccc(N(C(=O)c2ccncc2)S(=O)(=O)c2cccc([N+](=O)[O-])c2)cc1,/,2.2
COc1ccccc1C#Cc1ccc2c(c1)O[C@H](CN(C)Cc1cccnc1)[C@H](C)CN([C@H](C)CO)S2(=O)=O,-3.8,0.3
C[C@H]1CN([C@@H](C)CO)C(=O)c2cc(NC(=O)Nc3ccc(C(F)(F)F)cc3)ccc2O[C@H]1CN(C)C(=O)Nc1cccc2ccccc12,/,-0.4
O=C(C[C@@H]1C[C@@H]2c3cc(NC(=O)CC4CC4)ccc3O[C@@H]2[C@@H](CO)O1)NCC1CC1,0.4,-1.9
CCCN(C)C[C@H]1Oc2ncc(-c3cccc(C#N)c3)cc2C(=O)N([C@H](C)CO)C[C@H]1C,-5.1,0.7
Cc1noc(C)c1S(=O)(=O)N(C)C[C@H]1Oc2ccc(NC(=O)NC(C)C)cc2CC(=O)N([C@@H](C)CO)C[C@@H]1C,/,3.2
COCC#Cc1ccc2c(c1)O[C@@H](CN(C)C(=O)COC)[C@H](C)CN([C@H](C)CO)S2(=O)=O,/,0.1
CC(C)(C)NCC(O)COc1nsnc1N1CCOCC1 (stereo not given),/,0.7
Cc1c(C(=O)O)sc2nc(SCC(=O)Nc3ccccc3C(F)(F)F)[nH]c(=O)c12,-2.3,0.7
COC(=O)C[C@H]1C=C[C@@H](NS(=O)(=O)c2ccccc2F)[C@@H](CO)O1,5.2,-0.1
Cc1cccc(NC(=O)CSc2nc3sc(C)c(C)c3c(=O)n2C)c1C,-13.6,0.1
COc1ccc(NC(=O)Nc2cccc3c2O[C@@H](CN(C)S(=O)(=O)c2cn(C)cn2)[C@H](C)CN([C@@H](C)CO)C3=O)cc1,/,1.2
CO[C@@H]1CN(C)C(=O)c2cc(NC(=O)Nc3ccccc3F)ccc2OC[C@@H](C)N(C(C)=O)C[C@@H]1C,6.4,-0.1
COc1ccc(OC)c(N(CC(=O)N2CCC(C)CC2)S(C)(=O)=O)c1,-0.6,0.3
COCC(=O)N1C[C@H](C)[C@@H](OC)CN(C)C(=O)c2cc(NS(C)(=O)=O)ccc2OC[C@@H]1C,3.3,-0.2
C[C@H]1CN([C@@H](C)CO)C(=O)c2cc(NC(=O)CCCN(C)C)ccc2O[C@@H]1CN(C)S(=O)(=O)c1cccs1,/,1.8
Cn1cnc(S(=O)(=O)N[C@@H]2CC[C@@H](CC(=O)N3CCN(c4ccccc4)CC3)O[C@H]2CO)c1,-4.9,0.4
C[C@@H]1CN([C@H](C)CO)C(=O)CCCn2nncc2CO[C@H]1CN(C)Cc1ccc2c(c1)OCO2,9.9,0.3
CO[C@@H](CN(C)C(=O)C1CC1)[C@H](C)CN(C(=O)Nc1ccc(C(F)(F)F)cc1)[C@@H](C)CO,9.9,0.2
C[C@@H]1CN([C@H](C)CO)C(=O)c2cc(NS(=O)(=O)c3cn(C)cn3)ccc2O[C@@H]1CN(C)C,5.5,3.9
O=C(Nc1ccc2c(c1)OCO2)N[C@@H]1C=C[C@H](CC(=O)N2CCN(c3ccccc3)CC2)O[C@H]1CO,14.8,0.2
C[C@H]1CCCCO[C@@H](CN(C)C(=O)C2CCCCC2)[C@@H](C)CN([C@@H](C)CO)C(=O)c2cc(N(C)C)ccc2O1,-9.1,-2.1
C[C@@H]1CN([C@H](C)CO)C(=O)CCCn2nncc2CO[C@H]1CN(C)C(=O)c1ccncc1,11.9,3.3
C[C@H]1CN([C@@H](C)CO)C(=O)c2cccc(NS(=O)(=O)c3ccc(Cl)cc3)c2O[C@H]1CN(C)C(=O)Nc1ccc(F)cc1,-16.5,0.5
O=C(C[C@@H]1C[C@@H]2c3cc(NS(=O)(=O)c4ccccc4)ccc3O[C@@H]2[C@H](CO)O1)NCC1CC1,-15.6,0.1
C[C@@H]1CN([C@H](C)CO)C(=O)c2cc(N(C)C)ccc2O[C@@H](C)CCCCO[C@H]1CN(C)C(=O)Nc1ccc(F)cc1,-3.8,/
C[C@@H]1CN([C@@H](C)CO)C(=O)Cc2cc(NC(=O)CCC(F)(F)F)ccc2O[C@@H]1CN(C)Cc1ccc(C(=O)O)cc1,-6.1,/
Cc1ccc(S(=O)(=O)Nc2ccc3c(c2)CC(=O)N([C@H](C)CO)C[C@@H](C)[C@H](CN(C)Cc2ccc(-c4ccccc4)cc2)O3)cc1,/,0.5
CC(C)(C)OC(=O)NC1(/C=N/NC(=O)CCCCCCC(=O)Nc2ccccc2O)CCCC1,-1.6,/

# One compound at a time (already shown). Values in the order: EZH2 inh, IDH1 mut inh
# `C[C@@H]1CCCCO[C@@H](CN(C)Cc2ccc(C(=O)O)cc2)[C@H](C)CN([C@@H](C)CO)C(=O)c2cc(NC(=O)Nc3ccccc3)ccc2O1` is listed as /, 3.3
# `CO[C@@H]1CN(C)C(=O)c2cc(NC(=O)Nc3ccccc3F)ccc2OC[C@@H](C)N(C(C)=O)C[C@@H]1C` is listed as 6.4, -0.1
# `CC(C)(C)NCC(O)COc1nsnc1N1CCOCC1` (stereo not given) is listed as /, 0.7

# Other results follow.
SMILES,EZH2 inh,IDH1 mut inh
COc1ccc(NC(=O)N(C)C[C@@H]2Oc3ccc(NC(=O)CCN4CCOCC4)cc3CC(=O)N([C@H](C)CO)C[C@H]2C)cc1,/,0.3
O=C(C[C@@H]1C=C[C@H](NS(=O)(=O)c2ccc(F)cc2)[C@@H](CO)O1)NCc1ccc(Cl)c(Cl)c1,4.2,-0.1
CO[C@H]1CN(C)C(=O)c2cc(NS(=O)(=O)CC(F)(F)F)ccc2OC[C@@H](C)NC[C@H]1C,-1.2,0.1
CC(C)NC(=O)N(C)C[C@H]1Oc2ccc(NC(=O)C3CCCCC3)cc2C(=O)N([C@H](C)CO)C[C@H]1C,9.1,-3.0
CN(C)CC(=O)Nc1ccc2c(c1)[C@@H]1C[C@@H](CC(=O)NCc3ccc(Cl)cc3)O[C@H](CO)[C@@H]1O2,-11.0,0.1
CN(C)C(=O)C[C@H]1C[C@H]2c3cc(NC(=O)Nc4ccc(C(F)(F)F)cc4)ccc3O[C@H]2[C@@H](CO)O1,-22.5,-0.1
CCCNC(=O)N(C)C[C@@H]1Oc2cc(C#C[C@H](C)O)ccc2S(=O)(=O)N([C@H](C)CO)C[C@@H]1C,-16.2,/
COc1ccc(S(=O)(=O)Nc2ccc3c(c2)C(=O)N([C@H](C)CO)C[C@H](C)[C@@H](CN(C)Cc2ccc4c(c2)OCO4)O3)cc1,/,0.4
C[C@@H]1CN([C@@H](C)CO)C(=O)c2cccc(NS(=O)(=O)c3ccc(Cl)cc3)c2O[C@H]1CN(C)Cc1ccncc1,9.9,6.9
C[C@H](CO)N1C[C@H](C)[C@@H](CN(C)CC2CC2)OCCCC[C@H](C)Oc2ccc(NC(=O)Cc3ccccc3)cc2C1=O,/,0.5
Cc1ccc(S(=O)(=O)N(C)CC(=O)Nc2ccc(Cl)cc2C(F)(F)F)cc1,12.7,0.3
CC(C(=O)Nc1cccc(Cl)c1)N(c1ccc(Cl)cc1)S(C)(=O)=O (stereo not given),9.0,0.1
C[C@@H]1CCCCO[C@H](CN(C)C)[C@@H](C)CN([C@@H](C)CO)C(=O)c2cc(NS(=O)(=O)c3ccccc3)ccc2O1,5.4,/
C[C@@H]1CN([C@H](C)CO)C(=O)c2cc(NC(=O)C3CCCCC3)ccc2O[C@@H]1CN(C)Cc1ccc(Cl)c(Cl)c1,/,4.8
C[C@H]1CCCCO[C@H](CN(C)Cc2ccc3c(c2)OCO3)[C@@H](C)CN([C@@H](C)CO)C(=O)c2cc(NS(=O)(=O)c3ccc(F)cc3)ccc2O1,/,0.8
COCC#Cc1cnc2c(c1)C(=O)N([C@H](C)CO)C[C@@H](C)[C@H](CN(C)C(=O)CCN1CCCCC1)O2,13.9,-0.1
COc1ccc(CN(C)C[C@H]2Oc3c(NS(=O)(=O)c4ccc(F)cc4)cccc3C(=O)N([C@@H](C)CO)C[C@H]2C)cc1,0.2,/
C[C@@H](NC(=O)C[C@H]1C[C@H]2c3cc(NC(=O)CC4CC4)ccc3O[C@H]2[C@H](CO)O1)c1ccccc1,-6.6,0.0
O=C(CSc1nc2ccccc2o1)N1N=CCC1c1ccccc1 (stereo not given),10.1,0.3
O=C(NO)c1cccc(C(=O)N/N=C/c2cc(Br)cc(Br)c2O)c1,-26.7,0.9
C[C@@H]1CN([C@H](C)CO)C(=O)c2cccc(NC(=O)C3CC3)c2O[C@@H]1CN(C)C,1.7,0.3
C[C@H]1CN([C@@H](C)CO)C(=O)c2cccc(NS(=O)(=O)c3cn(C)cn3)c2O[C@H]1CN(C)Cc1ccc(-c2ccccc2)cc1,0.8,/
O=C(CSc1nnc(-c2cccc(Br)c2)n1-c1ccccc1)c1ccc(F)cc1,9.4,-0.3
COc1ccc(CN(C)C[C@@H]2OCCCC[C@H](C)Oc3ccc(NC(=O)NC(C)C)cc3C(=O)N([C@@H](C)CO)C[C@@H]2C)cc1,-4.3,3.3
C[C@H](CO)N1C[C@H](C)[C@@H](CN(C)Cc2cccc(F)c2)Oc2cc(C#Cc3ccccn3)ccc2S1(=O)=O,34.2,1.6
C[C@@H]1CN([C@H](C)CO)C(=O)c2cc(NS(=O)(=O)c3cccs3)ccc2O[C@H]1CN(C)Cc1ccc(C(=O)O)cc1,/,1.6
C[C@@H]1CN([C@@H](C)CO)C(=O)c2cccc(NS(=O)(=O)c3cccs3)c2O[C@H]1CN(C)C(=O)NC1CCCCC1,/,1.4
C[C@@H]1CCCCO[C@H](CN(C)C(=O)C2CCCCC2)[C@H](C)CN([C@@H](C)CO)C(=O)c2cc(NC(=O)c3ccccc3)ccc2O1,/,1.3
CCCC(=O)Nc1ccc2c(c1)OC[C@@H](C)N(S(=O)(=O)c1cn(C)cn1)C[C@H](C)[C@@H](OC)CN(C)C2=O,14.1,-0.3
C[C@H]1CN([C@@H](C)CO)C(=O)c2cc(-c3ccc(F)cc3)cnc2O[C@H]1CN(C)CC1CCCC1,-3.2,0.0

# Two entries from above, with values under each structure.
# Order of results – EZH2 inh | IDH1 mut inh
- C[C@@H]1CN([C@H](C)CO)C(=O)c2cccc(NC(=O)C3CC3)c2O[C@@H]1CN(C)C
 : 1.7 | 0.3
- C[C@H]1CN([C@@H](C)CO)C(=O)c2cccc(NS(=O)(=O)c3cn(C)cn3)c2O[C@H]1CN(C)Cc1ccc(-c2ccccc2)cc1
 : 0.8 | /

# (more compounds)
SMILES,EZH2 inh,IDH1 mut inh
C[C@H]1CN([C@@H](C)CO)C(=O)CCCn2nncc2CO[C@H]1CN(C)S(=O)(=O)c1ccccc1C#N,/,1.1
O=S(=O)(N[C@H]1CC[C@H](CCn2cc(-c3cccnc3)nn2)O[C@H]1CO)c1ccccc1,-1.0,-0.1
C[C@@H]1CN([C@@H](C)CO)S(=O)(=O)c2ccc(C#CC3CCCC3)cc2O[C@H]1CN(C)C(=O)C1CC1,4.0,17.4
CO[C@H]1CN(C)C(=O)c2ccc(NC(=O)NC(C)C)cc2OC[C@@H](C)N(CC2CC2)C[C@H]1C,4.3,-0.5
COc1ccc(C(=O)Nc2ccc3c(c2)C(=O)N(C)C[C@@H](OC)[C@H](C)CN(C(=O)C2CC2)[C@H](C)CO3)cc1,0.4,-0.1
